High-throughput results as filed in PubChem.
POLB inh: qHTS Assay for Inhibitors of DNA Polymerase Beta | 340,000 compounds, 1.3% hits | Potency, µM (highest dose often 114 µM), for the others: at the highest dose activity change, negative = inhibition, usual class: inhibitors | P06746 | Pol beta primer extension/strand displacement, fluorescence kinetic; further: potency means the concentration at half of the fitted maximal effect; on the % scale 0 is the no-effect control and ±100 the full control effect
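Curves were derived by four-parameter Hill fits of normalized qHTS data. The kinetic fluorescent primer-extension read was taken at 0 and 10 min after 50 nM substrate, following a 15 min room-temperature preincubation of 10 nM enzyme with compounds.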
Apoferritin bind: qHTS Assay for Identification of Novel General Anesthetics; 350,000 compounds, 0.074% hits; apoferritin/1-aminoanthracene competitive binding, fluorescence; AID 485281, 2010; Potency, µM (highest dose often 77.5 µM), without a hit: top-dose activity change, negative = displacement, actives largely listed as inhibitors; Ferritin light chain (Equus caballus), P02791; further: potency means the concentration at half of the fitted maximal effect; on the % scale 0 is the no-effect control and ±100 the full control effect; nearly all actives have a fitted effect of over 20% in size
Target sequence (P02791 2-175 limits assumed): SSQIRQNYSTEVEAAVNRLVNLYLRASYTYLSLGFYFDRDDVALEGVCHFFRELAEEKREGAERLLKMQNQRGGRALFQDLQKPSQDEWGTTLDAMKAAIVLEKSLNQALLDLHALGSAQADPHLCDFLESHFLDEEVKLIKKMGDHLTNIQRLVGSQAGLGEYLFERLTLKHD
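Steps: apoferritin (10 uM) was premixed with half-saturated 1-AMA in PBS, compounds were pin-transferred, plates stood 10 min at room temperature, fluorescence was read at 380/535 nm, and curves were fitted with a Hill equation.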
Pol eta inh: qHTS for Inhibitors of Polymerase Eta | DNA polymerase eta (Homo sapiens), Q9Y253 | recombinant Pol eta, fluorescent DNA replication assay | Potency, µM (series often up to 114 µM), inactives show top-dose activity change, negative = inhibition, usual class: inhibitors | 390,000 compounds, 1.2% hits | AID 588591, 2011; further: potency means the concentration at half of the fitted maximal effect; on the % scale 0 is the no-effect control and ±100 the full control effect
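Pol eta (10 nM) was preincubated with compounds for 15 min at room temperature, after which fluorescent replication substrate (50 nM final) was added to start the reaction. Fluorescence was read kinetically at 0 and 10 min.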
APEX1 inh: qHTS Assay for Inhibitors of the Human Apurinic/apyrimidinic Endonuclease 1 (APE1); DNA repair nuclease/redox regulator APEX1 (Homo sapiens), P27695; recombinant APE1, TAMRA/BHQ-2 abasic DNA cleavage fluorescence; Potency, µM (titrated, usually from 65.8 µM), for the others: at the top dose activity change, negative = inhibition, most hits filed as inhibitors; 350,000 compounds, 0.35% hits;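 further: potency means the concentration at half of the fitted maximal effect; plate controls were vehicle for no effect and reference inhibitor for full effect; nearly all actives have a fitted effect of over 55% in size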
Target sequence (P27695 whole entry, looked up): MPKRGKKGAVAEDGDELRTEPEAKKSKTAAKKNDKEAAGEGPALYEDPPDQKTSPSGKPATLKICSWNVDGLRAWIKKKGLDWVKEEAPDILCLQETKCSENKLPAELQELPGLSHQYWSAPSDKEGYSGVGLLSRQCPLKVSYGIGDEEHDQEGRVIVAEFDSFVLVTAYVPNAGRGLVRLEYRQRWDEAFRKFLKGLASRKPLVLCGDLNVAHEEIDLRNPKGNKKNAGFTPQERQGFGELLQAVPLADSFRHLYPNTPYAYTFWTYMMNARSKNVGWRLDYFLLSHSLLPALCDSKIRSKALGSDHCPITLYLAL
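Substrate: short duplex with […] THF abasic site, 5'-TAMRA and 3'-BHQ-2, 50 nM final. APE1 at 0.75 nM, preincubated 15 min RT with compound. Fluorescence increase from first to third read measured activity.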
BLM helicase inh: qHTS Assay for Inhibitors of Bloom's syndrome helicase (BLM). Potency, µM (highest dose often 56.1 µM), without a hit: at the top dose activity change, negative = inhibition, most hits filed as inhibitors. RecQ-like DNA helicase BLM (Homo sapiens), P54132. 350,000 compounds, 0.2% hits. recombinant BLM DNA unwinding, fluorescence dequenching. AID 2528, 2010;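 further: potency means the concentration at half of the fitted maximal effect; plate controls were vehicle for no effect and no enzyme for full effect; nearly all actives have a fitted effect of over 35% in size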
RXFP1 antag: qHTS Assay for Antagonists of the Relaxin Receptor RXFP1 | Relaxin receptor 1 (Homo sapiens), Q9HBX9 | HEK293-RXFP1, relaxin-stimulated cAMP HTRF, 30 min; stronger effect = lower value | activity change, negative = inhibition, % at 57.5 µM | 350,000 compounds, 0.59% hits;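 active means activity change of -60% or lower, but not beyond a set lower limit; inconclusive means change between -60% and -40%, or beyond the set limit; inactive means change above -40%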; further: on the % scale 0 is the no-effect control and ±100 the full control effect
POLI inh: qHTS for Inhibitors of Polymerase Iota; DNA polymerase iota (Homo sapiens), Q9UNA4; Pol iota fluorescent replication assay, 10 min; Potency, µM (highest dose often 115 µM), inactives show top-dose activity, negative = inhibition, usual class: inhibitors; 390,000 compounds, 1% hits; further: potency means the concentration at half of the fitted maximal effect
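Fluorescent replication assay read twice, at 0 min and 10 min after adding 50 nM (final) substrate. Enzyme (10 nM) and compounds were first incubated 15 min at room temperature; enzyme-free buffer wells were negative controls.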
PGK inhibitor: qHTS Assay to Find Inhibitors of Phosphoglycerate Kinase | Phosphoglycerate kinase, glycosomal (Trypanosoma brucei brucei), P07378 | PGK/GAPDH coupled, Kinase-Glo luminescence, 60 min | 380,000 compounds, 0.043% hits | Potency, µM (titrated, usually from 57.5 µM), inactives show top-dose activity change, negative = inhibition, actives largely listed as inhibitors; further: potency means the concentration at half of the fitted maximal effect; on the % scale 0 is the no-effect control and ±100 the full control effect; nearly all actives have a fitted effect of over 60% in size
Target sequence (P07378 whole entry, looked up): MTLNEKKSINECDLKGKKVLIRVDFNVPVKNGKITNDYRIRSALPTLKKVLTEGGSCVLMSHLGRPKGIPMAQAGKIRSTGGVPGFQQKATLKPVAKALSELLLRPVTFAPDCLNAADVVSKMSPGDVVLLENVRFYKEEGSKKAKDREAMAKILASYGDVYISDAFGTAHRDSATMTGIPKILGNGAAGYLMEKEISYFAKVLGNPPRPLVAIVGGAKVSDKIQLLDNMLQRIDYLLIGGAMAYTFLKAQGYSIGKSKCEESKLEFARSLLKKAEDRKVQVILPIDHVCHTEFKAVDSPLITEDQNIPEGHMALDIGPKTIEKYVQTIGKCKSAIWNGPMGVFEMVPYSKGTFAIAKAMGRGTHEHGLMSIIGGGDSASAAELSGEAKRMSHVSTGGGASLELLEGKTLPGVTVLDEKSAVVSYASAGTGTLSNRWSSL
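Luminescent ATP detection (Kinase-Glo Plus) follows a 60-minute room-temperature incubation, with wells lacking PGK as controls. Buffer: 100 mM TEA (pH 7.6), 5 mM MgCl2, 0.01% Tween-20. Coupling enzyme GAPDH (100 nM final) supplies unstable 1,3-BPG in-well.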
POLK inh: qHTS for Inhibitors of Polymerase Kappa. DNA polymerase kappa (Homo sapiens), Q9UBT6. purified Pol kappa, fluorescent DNA synthesis assay, 10 min. Potency, µM (doses to about 107 µM), inactives show at the top dose activity, negative = inhibition, actives largely listed as inhibitors. 400,000 compounds, 0.53% hits; further: potency means the concentration at half of the fitted maximal effect; on the % scale 0 is the no-effect control and ±100 the full control effect
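Here, compound and 10 nM enzyme are combined for 15 min at room temperature; adding 50 nM substrate (final) starts DNA synthesis, tracked by fluorescence at 0 and 10 min against buffer-only wells.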
* = called active by the depositor; i = inactive; ? = inconclusive; . = not tested or not shown; & = joins results of further samples; [ ] = remark or other dose. Unless noted, the call rests on the fitted dose curve; in most records, active means well fitted curve in the direction sought with a large enough effect; inconclusive means small, poorly fitted or top-dose-only effect, or another doubt; inactive means no such curve, though single readings can be large; an effect the other way counts as inactive or inconclusive. Only part of the results is shown; rates above refer to the full screens.

SMILES,RXFP1 antag,PGK inhibitor,BLM helicase inh,POLK inh,Apoferritin bind,POLB inh,Pol eta inh,APEX1 inh,POLI inh
COc1ccc(C(=O)OCCN2CCOCC2)cc1,-16,-4%,0%,-4%,-1%,26%,-10%,3%,-10%
O=C(c1ccc(Br)cc1)N(Cc1nc2ccccc2c(=O)[nH]1)C1CCCC1,2,-10%,-4%,-6%,?,-19%,-16%,2%,-16%
CC(=O)NC(Cc1ccccc1C)C(=O)NC1CCN(c2nnnn2-c2ccccc2)CC1 (stereo not given),-9,-2%,-1%,-5%,-4%,-7%,-10%,-8%,-4%
Cc1cccc(-c2nc(CS(=O)CC(=O)NC3CCCC(C)C3C)c(C)o2)c1 (stereo not given),-7,-2%,1%,-6%,?,0%,-14%,3%,-11%
O=C(c1ccc2c(c1)OCO2)N1CCC2(CC1)Oc1ccc(Cl)cc1C(=O)C21CC(c2ccc(Cl)cc2)=NO1 (stereo not given),.,.,-4%,.,9%,12%,.,14%,.
C=CC[C@@H](CC(=O)N[C@H](CO)Cc1ccccc1)C(=O)N[C@H](C)COC(=O)[C@@H](CC=C)CC(=O)OC(C)(C)C,.,-10%,.,-4%,.,.,-15%,7%,0%
Cc1nn(-c2ccccc2)c2nc(C(Cl)(Cl)Cl)[nH]c(=O)c12,7,i,-1%,-7%,41%[activator],-20%,-18%,-1%,26%
CC(C)c1nn2c(=O)cc(COC(=O)c3ccccc3NC(=O)c3cccs3)nc2s1,1,-3%,-4%,-1%[60.1 µM],36%[activator],-26%,-20%,.,19%
CCc1ccc(N2CC(c3nnc(NC(=O)c4ccco4)s3)CC2=O)cc1 (stereo not given),-9,-3%,-1%,-8%,-16%,1%,8%,.,-15%
O=C(O)c1cc(NCc2cccs2)ccc1N1CCOCC1,-7,-9%,-1%,-4%,-6%,-2%,-2%,-3%,-10%
CCC1Sc2ccccc2N(CC(=O)NCCC(C)C)C1=O (stereo not given),23,-4%,1%,0%,-10%,27%,-3%,-2%,3%
CCC(=O)N1CCN(c2ccc(NC(=O)c3ccc([N+](=O)[O-])o3)cc2)CC1,-10,8%,-8%,-6%,-16%,?,-1%,3%,-2%
COc1ccc(NC(=O)C2(S(=O)(=O)c3ccc(C)cc3)CC2)cc1OC,-6,-10%,-2%,0%,1%,18%,-21%,13%,38%[activator]
CC12CCC(C(=O)Nc3ccccc3N3CCOCC3)(CC1=O)C2(C)C (stereo not given),16,-8%,0%,-4%,-13%,0%,-8%,6%,5%
Cc1ccc(NC(=S)NCCc2c[nH]c3ccccc23)c(C)c1,0,-5%,-14%,9%,0%,0%,-14%,-2%,-15%

(cont.)
SMILES,RXFP1 antag,PGK inhibitor,BLM helicase inh,POLK inh,Apoferritin bind,POLB inh,Pol eta inh,APEX1 inh,POLI inh
COc1ccc(C2=NOC(C(=O)Nc3cccc(O)c3)C2)cc1 (stereo not given),-10,-9%,-2%,-17%,3%,31%,-16%,-14%,133%[activator]
O=C1CS/C(=N/N=C/c2c[nH]c3ccccc23)N1,-13,i,0%,-3%,7%,2%,-5%,9%,3%
Cc1cccc(C(=O)NNC(=O)c2ccc(O)cc2)c1,5,-1%,-2%,-14%,-7%,-3%,-8%,8%,144%[activator]
Cc1ccc(C(=O)CCC(=O)Nc2ccccc2C)cc1C,-3,-1%,0%,6%,-8%,-9%,-16%,7%,20%
CCn1c(=O)cc(SCC(=O)NCCN2CCN(Cc3ccccc3)CC2)c2ccccc21,39,-11%,3%,7%,-5%,2%,-8%,-2%,57%[activator]
COc1ccccc1NC(=O)CSc1nnc(C2CCCCC2)n1C,-21,i,1%,0%,-16%,57%[activator],-15%,-3%,-1%
[O-]c1c[n+](-c2ccc(-[n+]3cc([O-])on3)cc2)no1,-14,-11%,-19%,-30%,-9%,7.1µM*,45µM*,15%,?
O=C(c1ccc(C(F)(F)F)cc1)C1CCCN(C(=O)c2csnn2)C1 (stereo not given),2,i,-1%,11%,-10%,4%,-6%,0%,38%[activator]
C#CCOCCOCCOCCNc1nc(N2CCOCC2)nc(N2CCN(C(=O)Cn3cc(CCCCN)nn3)CC2)n1,.,1%,.,-7%,.,.,-19%,.,-7%
CS(=O)(=O)N(CC(=O)N1CCN(Cc2ccccc2)CC1)c1ccc(F)cc1,-1,6%,-2%,3%,-7%,-28%,2%,-20%,7%
Cc1ccc(OCCCCNC(C)c2ccccc2)c(C)c1 (stereo not given),-34,-5%,-4%,-12%,-20%,-1%,-21%,-8%,30%[activator]
CC(=O)Nc1ccc(N2C(=O)c3cccc(NC(C)=O)c3C2=O)cc1,-7,-10%,0%,5%,-9%,1%,-12%,0%,17%
O=C(Cn1cnc2ccccc2c1=O)Nc1nnc(SCc2ccc(Cl)cc2)s1,-2,-3%,-3%,-8%,-2%,-4%,-11%,-5%,5%
COc1ccc(NC(=O)c2oc3ccccc3c2NC(=O)c2cc(=O)c3c(C)cc(C)cc3o2)cc1,4,0%,-15%,6%,6%,-14%,?,.,22%
CCNc1nc(NCC)nc(Oc2ccc(N)cc2)n1,.,-8%,2%,-1%,-17%,1%,-16%,?,7%

Remaining list, next part:
SMILES,RXFP1 antag,PGK inhibitor,BLM helicase inh,POLK inh,Apoferritin bind,POLB inh,Pol eta inh,APEX1 inh,POLI inh
Cc1sc2ncnc(-n3nnc4ccccc43)c2c1C,1,.,-5%,-9%,-7%,-16%,-10%,-7%,9%
COc1cc(C(=O)NCc2ccco2)c(Br)c(OC)c1OC,-4,0%,0%,-9%[60.1 µM],-4%,2%,-2%,-2%,-10%
CCOC(=O)CNC(=O)c1ccc(Cl)s1,2,5%,4%,-16%,-13%,-1%,-20%,1%,11%
O=C(NCc1nc2ccccc2[nH]1)C1=C[C@@H](c2csc3ccccc23)C[C@@H](OCc2ccc(CO)cc2)O1,.,-8%,-8%,-6%,3%,-6%,-26%,-6%,1%
CCOC(=O)c1ccc(NC(=S)N2CCSC2c2c(F)cc(F)cc2F)cc1 (stereo not given),-19,i,-4%,-11%,0%,19%,-17%,-11%,0%
CCCCN(C)CC(O)Cn1cc(/C=C/C(=O)c2ccc(OCC)cc2)c2ccccc21 (stereo not given),-24,-3%,-4%&4%,-6%,-17%&-1%,-5%&5%,-23%,17%,-17%
COc1ccccc1N1CCN(c2ncnc3onc(C)c23)CC1,-1,8%,1%,-6%[60.1 µM],8%,34%[activator],-14%,.,8%
CCc1ccc(N(CC(=O)NC)S(C)(=O)=O)cc1,2,-1%,-1%,1%,1%,-13%,12%,2%,6%
Cc1ccc(Cl)cc1NC(=O)N(C)CCO,-5,i,-2%,2%,-9%,58%,-3%,3%,-6%
O=C(CSc1nccn1Cc1ccco1)Nc1ccc(F)cc1,-1&-1,-1%&4%,-6%&0%,-12%,-8%&-6%,8%&-6%,-6%&1%,10%,17%&2%
COc1ccc(-c2cc3nc(C)c(CCC(=O)NC(C)CCc4ccco4)c(C)n3n2)c(OC)c1 (stereo not given),-5,-3%,-5%,-10%,57%[activator],-15%,-10%,1%,-4%
COC1=CC(C)C2CC3OC(=O)CC4C(C)=C(OC)C(=O)C([C@]2(C)C1=O)[C@]34C (stereo not given in full),.,.,0%,5%[60.1 µM],-10%,.,.,1%,.
Cc1cc([N+](=O)[O-])nn1CC(=O)NCc1ccccc1,4,-1%,-3%,-13%,-5%,-3%,-18%,29%,21%
O=[N+]([O-])c1cc(/C=N/O)ccc1Oc1ccccc1Cl,-12,-2%,-1%,-4%,?,-20%,-21%,8%,84%[activator]

For convenience, some entries already given.
SMILES,RXFP1 antag,PGK inhibitor,BLM helicase inh,POLK inh,Apoferritin bind,POLB inh,Pol eta inh,APEX1 inh,POLI inh
Cc1sc2ncnc(-n3nnc4ccccc43)c2c1C,1,.,-5%,-9%,-7%,-16%,-10%,-7%,9%
COc1cc(C(=O)NCc2ccco2)c(Br)c(OC)c1OC,-4,0%,0%,-9%[60.1 µM],-4%,2%,-2%,-2%,-10%
CCOC(=O)CNC(=O)c1ccc(Cl)s1,2,5%,4%,-16%,-13%,-1%,-20%,1%,11%
O=C(NCc1nc2ccccc2[nH]1)C1=C[C@@H](c2csc3ccccc23)C[C@@H](OCc2ccc(CO)cc2)O1,.,-8%,-8%,-6%,3%,-6%,-26%,-6%,1%
CCOC(=O)c1ccc(NC(=S)N2CCSC2c2c(F)cc(F)cc2F)cc1 (stereo not given),-19,i,-4%,-11%,0%,19%,-17%,-11%,0%
CCCCN(C)CC(O)Cn1cc(/C=C/C(=O)c2ccc(OCC)cc2)c2ccccc21 (stereo not given),-24,-3%,-4%&4%,-6%,-17%&-1%,-5%&5%,-23%,17%,-17%
COc1ccccc1N1CCN(c2ncnc3onc(C)c23)CC1,-1,8%,1%,-6%[60.1 µM],8%,34%[activator],-14%,.,8%
CCc1ccc(N(CC(=O)NC)S(C)(=O)=O)cc1,2,-1%,-1%,1%,1%,-13%,12%,2%,6%
